CSM14.1 death rescue: rescue of cells from ER stress-induced death, primary screen, 384-well, CSM14.1, thapsigargin, ATP luminescence (AID 1222); cellular ATP content (survival), % at 20 µM, or EC50 in µM where a hit was titrated; 190,000 tested, under 10 active; CSM14.1 thapsigargin-induced death rescue, ATP luminescence; higher % means a stronger effect;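 active = EC50 below 50 µM in the dose-response confirmation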;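 note: death triggered by thapsigargin at about 15 µM added after 2 h compound pretreatment; cell ATP read after overnight thapsigargin exposure of roughly 18 to 22 hours; normalized against plate controls of thapsigargin alone and 5% DMSO vehicle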
Hep lipid drop: inhibitors of hepatocyte lipid droplet formation, primary screen, imaging, high-throughput imaging, BODIPY stain. AML12 mouse hepatocytes, oleate lipid droplets. inhibition, % at 6.5 µM. 240,000 tested, 0.4% active. AID 1656, 2009;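 active = lipid droplet intensity inhibited by at least 50%, with more than 500 cells counted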
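Material – mouse AML12 hepatocyte cell line, fixed after treatment · Compound dosing – one dose, 6.5 µM compound · Times – compound with oleate, overnight · Measured by – Image-based BODIPY and DAPI two-channel analysis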
Dynein cargo inh: inhibitors of GR-EGFP nuclear translocation, primary screen, dynein cargo transport inhibitor project, imaging, high-content, 3617.4 mouse cells | test concentration mostly 20 µM; stimulated with dexamethasone, 1 µM; hits give low values | z-score, hits read low | 220,000 tested, 0.47% active | AID 1381, 2008;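 active = plate z-score of nuclear minus cytoplasmic receptor signal below a set negative limit, without overly bright fluorescence or cell loss, cut at about -3.5 in these data, passing the limit was not always enough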;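 note: z-score of nuclear minus cytoplasmic ring GR-EGFP intensity difference per well; some compounds called inactive have numbers as strong as hits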
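Buffer or medium: tet-free, stripped-serum medium; reagent: dexamethasone at 1.0 µM final, 30 min; incubation: 48 h induction, 1 h compound, 30 min dex at 37 °C; measured by: formaldehyde fixation, Hoechst nuclear stain, 10x automated fluorescence imaging; read-out: nuclear-to-cytoplasmic GR-EGFP distribution per well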
Ins promoter up: insulin promoter activators in MIN6 cells, imaging, high-content screening, mouse beta cells; MIN6 insulin promoter-GFP reporter; hits give high values; z-score at 5 µM; 190,000 tested, 0.3% active; AID 1625, 2009;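 active = z-score above 3 at 5 µM with at least 500 cells counted in the well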
P. falciparum M1AAP: P. falciparum M1AAP inhibitors, biochemical, fluorogenic H-Leu-NHMec substrate, 1536-well (AID 1445); Aminopeptidase N (Plasmodium falciparum (isolate 3D7)); recombinant M1AAP, H-Leu-NHMec fluorogenic kinetic assay; higher % means a stronger effect; inhibition, % at 30 µM; hits with a dose series show IC50 in µM; 220,000 tested, 0.42% active;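 active = primary inhibition above the hit cutoff, then over 50% inhibition at one or more dose response concentrations, cut at about 23% in these data, passing the limit was not always enough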;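 note: plate controls were DMSO full reaction for no effect and no enzyme background for full effect; strong numbers were not always called active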
Autophagy HCS: autophagy modulators in MEF cells, primary screen, imaging, high-content, MEF GFP-LC3; MEF GFP-LC3 puncta imaging; test concentration mostly 10 µM; calls only at 10 µM (by protocol); 190,000 tested, 0.98% active;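 active = percentage of spot-positive cells more than 3 SD above its plate mean, without a fluorescence outlier flag or 80% toxicity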;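 note: spot-positive cell cutoff set from DMSO-treated cells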
P. falciparum M17LAP: P. falciparum M17LAP inhibitors, primary screen, biochemical, fluorogenic H-Leu-NHMec substrate, 1536-well (AID 1619) | Leucine aminopeptidase (Plasmodium falciparum (isolate 3D7)) | recombinant M17LAP, H-Leu-NHMec fluorogenic kinetic assay; higher % means a stronger effect | inhibition, % at 30 µM; hits with a dose series show IC50 in µM | 220,000 tested, 0.38% active;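 active = compound inhibiting the enzyme by more than half at any dose during confirmatory dose-response retesting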;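 note: plate controls were full reaction with DMSO carrier for no effect and no enzyme background for full effect; strong numbers were not always called active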
Yfh1-depleted yeast: enhancers of respiration in Yfh1-depleted yeast, dose response, Friedreich's ataxia, plus single-dose screen (AID 1465); one-dose fold induction at 50 µM; EC50 in µM for titrated hits; 220,000 tested, 0.074% active; S. cerevisiae Yfh1-off respiration, WST-1 reduction, 72 h; higher fold induction means a stronger effect;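 active = fold induction of absorbance versus untreated yeast above a set limit, then at least 30% activation at any dose in follow-up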;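 note: activators that raise dye reduction in frataxin-depleted yeast; strong numbers were not always called active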
MT stabilizer: microtubule stabilizers in HeLa cells, primary screen, imaging, high-content imaging | 200,000 tested, 0.83% active | % tubulin-high responders, % at 10 µM | HeLa tubulin immunostaining HCS, 24 h; share of cells brighter than vehicle mean+2SD;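 active = plate Z-score above 3 for both tubulin-high and condensed-nucleus cell shares, with cell loss under 80%, at 10 µM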;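 note: anti alpha tubulin signal scored within the nucleus-defined area of each cell; some results filed as inactive read as strong as hits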
Dynein cargo inh cytoplasmic EGFP: recorded beside Dynein cargo inh, whose call it bears; z-score; measured here: cytoplasmic GR-EGFP intensity; hits give high values
Dynein cargo inh nuclear GR-EGFP: further read-out of Dynein cargo inh, marked with its call; z-score; measured here: nuclear GR-EGFP intensity;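 lower value marks the stronger effect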
Dynein cargo inh cell count: further read-out of Dynein cargo inh, marked with its call; z-score; measured here: cell count per field
Ins promoter up cell count: second read-out of Ins promoter up, no call of its own (marks repeat the call); cell count; measured here: cytotoxicity, nuclei count;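 total cells summed across four imaged fields per well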
Hep lipid drop cells 6.5 µM: further read-out of Hep lipid drop, marked with its call; cell count; measured here: cell count, cytotoxicity flag;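 cells counted across two imaged fields per well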
MT stabilizer Hoechst-high %: second read-out of MT stabilizer, no call of its own (marks repeat the call); % Hoechst-high responders; measured here: nuclear condensation Hoechst responders;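 share of cells brighter than vehicle mean plus two SD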
MT stabilizer cytotoxicity %: second read-out of MT stabilizer, no call of its own (marks repeat the call); toxicity, %; measured here: cytotoxicity by cell density;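 0% = mean cell density of plate MIN control wells and 100% = no cells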
Autophagy HCS cell loss 18 h: further read-out of Autophagy HCS, marked with its call; toxicity, %; measured here: cell loss, nuclei count;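 cell loss after 18 h compound exposure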
Active calls of the source: *; i = inactive; x = not tested or not shown; + = active, no number.

The first 2 records as a preview:
SMILES	CSM14.1 death rescue	Hep lipid drop	Hep lipid drop cells 6.5 µM	Dynein cargo inh	Dynein cargo inh cytoplasmic EGFP	Dynein cargo inh nuclear GR-EGFP	Dynein cargo inh cell count	Ins promoter up	Ins promoter up cell count	P. falciparum M1AAP	Autophagy HCS	Autophagy HCS cell loss 18 h	P. falciparum M17LAP	Yfh1-depleted yeast	MT stabilizer	MT stabilizer Hoechst-high %	MT stabilizer cytotoxicity %
CC(=O)Nc1ccc(Nc2nc(C)c([N+](=O)[O-])c(Nc3ccccc3)n2)cc1	-2.9%	30	643	0.035	-0.28	-0.24	0.45	-1.8	937	4%	i	1	12%	i	2.6	2.9	3.7
Cc1cc(NC(=O)c2ccc(C#N)cc2)on1	-2.0%	7	673	0.68	-0.29	0.33	0.033	-1.6	1329	9%	i	23	1%	i	1.3	1.9	1.8

The whole of this part, from the start:
SMILES	CSM14.1 death rescue	Hep lipid drop	Hep lipid drop cells 6.5 µM	Dynein cargo inh	Dynein cargo inh cytoplasmic EGFP	Dynein cargo inh nuclear GR-EGFP	Dynein cargo inh cell count	Ins promoter up	Ins promoter up cell count	P. falciparum M1AAP	Autophagy HCS	Autophagy HCS cell loss 18 h	P. falciparum M17LAP	Yfh1-depleted yeast	MT stabilizer	MT stabilizer Hoechst-high %	MT stabilizer cytotoxicity %
CC(=O)Nc1ccc(Nc2nc(C)c([N+](=O)[O-])c(Nc3ccccc3)n2)cc1	-2.9%	30	643	0.035	-0.28	-0.24	0.45	-1.8	937	4%	i	1	12%	i	2.6	2.9	3.7
Cc1cc(NC(=O)c2ccc(C#N)cc2)on1	-2.0%	7	673	0.68	-0.29	0.33	0.033	-1.6	1329	9%	i	23	1%	i	1.3	1.9	1.8
CCS(=O)(=O)NCCc1csc(-c2ccccc2)n1	-0.6%	x	x	0.083	-0.35	-0.093	1.1	1.3	1350	-4%	i	4	8%	i	2.0	2.7	8.1
O=C(CCCSc1nc2ccccc2[nH]1)Nc1ccccc1	-4.3%	-3	459	-0.8	-0.29	-0.48	2.1	0.84	1541	9%	i	-4	19%	i	1.9	4.3	9.4
Cc1cc(C)nc(SCc2ccccc2C#N)n1	-0.8%	x	x	1	-0.027	1	-1.8	-1.3	929	1%	i	4	3%	i	5.2	2.4	8.4
Cc1onc(-c2c(Cl)cccc2Cl)c1NC(=O)NN(C)c1ccc([N+](=O)[O-])cn1	x	14	668	1.5	-0.17	1.5	-1.7	x	x	12%	x	x	7%	i	x	x	x
Nc1cccnc1Sc1ccc([N+](=O)[O-])cn1	1.5%	11	712	1.5	-0.23	0.76	-0.77	-0.13	1388	-6%	i	12	0%	i	3.7	2.1	0.7
Cc1ccc(C(=O)C2CCNCC2)cc1	0.0%	x	x	0.035	-0.2	-0.044	0.37	0.77	1216	6%	i	1	2%	i	1.2	1.2	8.5
CCOC(=O)N1CCN(S(=O)(=O)c2cccc3cccnc23)CC1	-1.9%	x	x	-0.26	-0.21	-0.025	0.62	-0.44	1214	-2%	i	10	-2%	i	5.6	1.9	6.0
Cc1cc(C)n(C(=O)CNc2ccccc2Cl)n1	-1.0%	1	757	-0.82	-0.27	-0.41	0.61	0.48	1123	3%	i	-11	-2%	i	2.5	1.7	4.1
Cc1ccc(NC(=O)c2ccccc2)cc1	-1.7%	x	x	0.27	-0.24	-0.72	0.13	-0.11	1528	1%	i	4	-9%	i	3.2	2.5	5.5
COc1cccc(C(=O)NN2C(=O)C3C4C=CC(O4)C3C2=O)c1 (centres undefined)	5.0%	-6	751	-0.062	-0.3	0.39	1.5	0.78	979	6%	i	-5	1%	i	1.4	1.0	3.0
O=S(=O)(NC1CCCC1)c1ccc(S(=O)(=O)N2CCCN(Cc3ccccc3)C2)cc1	-0.1%	x	x	-0.91	-0.18	-0.27	0.73	0.83	1298	1%	i	8	-7%	i	3.2	1.2	7.6
O=C(NCCCN1CCc2ccccc2C1)C1CCN(c2nnc(-n3cccc3)s2)CC1	x	1	609	0.7	-0.18	0.63	0.046	x	x	4%	i	-4	10%	i	1.9	1.9	2.8
CCOC(=O)c1c(C(=O)OCC)c(C)n(CCc2ccc(OC)c(OC)c2)c1C	-2.7%	-25	699	0.025	-0.24	1.1	-0.36	-0.47	1285	4%	i	-3	-9%	i	1.6	2.9	9.9
CC1(C)Cc2ccccc2-c2nnc(-c3ccc4ccccc4n3)n21	2.3%	-28	713	0.27	-0.22	0.13	0.37	-0.23	1078	2%	i	-3	5%	i	3.8	1.9	1.2
O=C(O)CCC(NC(=S)Nc1ccccc1)C(=O)O (centres undefined)	x	-2	728	0.46	-0.23	0.095	0.69	-0.03	989	0%	x	x	7%	i	x	x	x
CCOC(=O)C(C)Sc1nnc(CNC(=O)c2ccc(OC)cc2)n1C1CCCCC1 (centres undefined)	-2.0%	x	x	0.17	-0.4	0.24	0.17	-0.16	1545	2%	i	21	7%	i	3.8	1.5	10
CCOC(=O)CNc1nc(Oc2ccc(=O)n(C)n2)nc(N(CC)CC)n1	-0.6%	9	691	-0.86	-0.21	-0.13	0.089	0.22	1300	6%	i	-23	-9%	i	2.5	2.7	9.9
Cc1ccc(NC(=O)CSc2ccc(C(N)=O)cc2[N+](=O)[O-])cc1	1.1%	-2	685	-0.44	-0.24	-0.43	0.47	-0.59	1477	-1%	i	-42	2%	x	4.5	2.3	2.8
CCOC(=O)CSc1nc2ccccc2c(=O)n1NC(=O)c1ccccc1	0.1%	x	x	-0.24	-0.22	-0.38	0.17	1.6	1449	0%	i	0	13%	i	3.4	1.5	4.6
Cc1cc(/C=C2/NC(=O)NC2=O)c(C)n1-c1sc2c(c1C#N)CCCC2	12%	5	804	-0.62	-0.17	0.28	0.7	-0.14	784	6%	i	41	-12%	i	2.0	1.2	5.9
COc1ccc(C(=O)NCC(=O)OC2CCCCC2=O)cc1 (centres undefined)	0.0%	x	x	1.7	-0.017	0.95	0.34	-0.3	1160	-1%	i	4	29%	i	1.3	5.2	4.2
N#C/C(=C\C=C\c1ccccc1)c1nc(-c2ccc3c(c2)OCO3)cs1	4.7%	-51	696	-1.8	3.4	0.4	-0.76	0.42	1424	-1%	+	-12*	-10%	i	3.3	3.8	3.1
Cc1ccc(NC(=O)/C(=C/C=C/c2ccccc2)NC(=O)c2ccccc2)cc1	-0.5%	-8	654	-1.2	-0.29	-0.77	1.2	-0.45	1475	13%	i	6	3%	i	5.1	2.7	10.0
Cc1cc(N2CCN(C(=O)c3ccco3)CC2)c2ccccc2n1	x	-6	719	-0.57	-0.14	-0.2	-0.095	-0.06	1103	6%	x	x	10%	i	x	x	x
O=C1CC(=O)C(n2cncn2)C(c2ccc(Cl)cc2)C1 (centres undefined)	-1.2%	19	669	0.3	-0.24	0.44	0.8	-5.1	539	-1%	i	10	42%	i	2.4	1.9	5.3
CC(C)(C)c1cc(CCC(=O)NN)cc(C(C)(C)C)c1O	-9.8%	6	682	-0.96	-0.32	-0.12	0.36	-0.72	1330	5%	i	-1	-14%	i	1.9	2.2	2.2
CCOC(=O)C(NC(C)=O)C(=O)Nc1ccc(OC)cc1 (centres undefined)	-0.6%	-1	620	-0.13	-0.33	-0.076	1.1	0.4	1383	-1%	i	1	-1%	i	3.6	2.0	8.3
Cc1c(NC(=O)C(=O)N/N=C/c2cccs2)c(=O)n(-c2ccccc2)n1C	x	22	743	1.2	-0.25	0.92	-0.62	-0.28	1233	9%	x	x	16%	i	x	x	x
O=C(CCOc1ccccc1)N1CCN(S(=O)(=O)c2cccs2)CC1	1.8%	x	x	-1.4	-0.21	0.11	1.1	-0.75	1422	-5%	i	-31	0%	i	2.8	1.9	9.4
CC(=O)n1nc(-c2ccccc2)nc1NCc1ccc(N(C)C)cc1	-0.1%	12	717	-1.2	-0.22	0.069	0.72	-0.04	1472	4%	i	9	0%	i	7.3	1.4	21
N#C/C(C(=O)c1ccccc1)=C1/CCCN1	-1.9%	x	x	0.69	-0.15	0.58	0.49	0.15	1277	0%	i	13	8%	i	5.6	4.3	3.5
CCN=C1SC(CC(=O)Nc2ccccc2OCC)C(=O)N1CC (centres undefined)	-2.2%	-3	683	-1.3	-0.25	-0.48	0.43	0.83	1942	0%	i	-3	-5%	i	2.3	1.4	3.5
O=C(c1ccc2c(c1)N(Cc1ccccc1)CCS2)N1CCCCC1	-0.6%	-35	443	-1	-0.24	-0.52	0.46	-0.22	1931	9%	x	x	-6%	i	4.3	2.1	8.3
COc1ccc(S(=O)(=O)N2c3cc(C)ccc3OCC2C(C)(C)C)cc1 (centres undefined)	-4.0%	x	x	0.37	-0.11	-0.11	-0.73	x	x	-3%	i	40	13%	i	17	79	31
C/C(=N\N1CCN(Cc2ccccc2)CC1)c1ccco1	0.4%	3	669	0.086	-0.34	0.16	0.51	0.16	1383	10%	i	-1	9%	i	1.9	1.7	7.6
O=C(COc1ccccc1)NC(NC(=S)Nc1ccccc1C(=O)O)C(Cl)(Cl)Cl (centres undefined)	-1.2%	x	x	0.5	-0.21	0.033	0.2	-0.65	1639	6%	i	-1	23%	i	1.7	0.6	6.2
O=C(NCc1ccco1)c1sc2cc(Cl)ccc2c1Cl	-1.3%	-28	705	-2.5	-0.013	-1.2	-0.28	x	x	2%	i	4	33%	i	2.4	1.6	6.2
